Screening data (PubChem)
SMN2 splice up: enhancers of SMN2 splice variant expression; HEK293 SMN2-luciferase splicing reporter, luminescence, 30-36 h; 210,000 tested, 2.8% active; AID 1458; Potency, µM (titrated, usually from 46.1 µM), without a hit: at the top dose activity change, positive = activation, most hits filed as activators; note: % of control where 0% means no effect; nearly all actives have a fitted effect of over 55% in size
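HEK293 cells carry an SMN2 minigene-luciferase reporter in which exon 7 inclusion puts luciferase in frame. Cells were seeded at 2000 cells/well, attached for 10-12 hours, then exposed to compounds for 30-36 hours at 37C before ONE-Glo luminescence.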
Tau fibril ThT: tau fibrillization inhibition (ThT binding); P10636; AID 1460; recombinant tau K18 P301L (four-repeat tau fragment), heparin-induced fibrillization, ThT fluorescence; Potency, µM (top dose mostly 57.4 µM), for inactives: at the highest dose activity, negative = inhibition, actives largely listed as inhibitors; 270,000 tested, 2.1% active; note: % is set by controls: 0 for no effect and ±100 for the full control effect; nearly all actives have a fitted effect of over 55% in size
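Heparin-induced (20 uM) aggregation of recombinant human K18 P301L tau, 15 uM unlabeled with 0.24 uM labeled, pH 7 acetate buffer, 6 hr at 37 C with compound. Fibrils quantified by 30 uM ThT fluorescence after 1 hr ambient incubation.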
JMJD2E inh: inhibitors of human JMJD2E histone demethylase; JMJD2E catalytic domain, FDH-coupled NADH fluorescence (FDH is formaldehyde dehydrogenase); Potency, µM (highest dose often 57.1 µM), without a hit: at the highest dose activity change, negative = inhibition, most hits filed as inhibitors; 230,000 tested, 1.6% active; active = well fitted inhibition curve with a large enough effect, not every such curve was filed as active; inconclusive = small, poorly fitted or top-dose-only effect, or another doubt; inactive = no such curve, though single readings can be large or run the other way;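 note: 0% = wells with enzyme and -100% = buffer wells without enzyme; nearly all actives have a fitted effect of over 50% in size; many of its hits are not listed in these tables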
L3MBTL1 block: inhibitors of human L3MBTL1; AlphaScreen L3MBTL1–H3K9me1 peptide binding; Potency, µM (titrated, usually from 57.1 µM), without a hit: top-dose activity, negative = inhibition, most hits filed as inhibitors; 230,000 tested, 0.66% active; note: % is set by controls: 0 for no effect and ±100 for the full control effect; nearly all actives have a fitted effect of over 60% in size
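L3MBTL1 50 nM + b-AHA-H3(1-15)K9me1 75 nM, 30 min RT; compound added, 30 min RT; streptavidin donor/Ni-chelate acceptor beads 10 ug/mL each final, 30 min RT dark; AlphaScreen read.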
RECQ1 helicase: inhibitors of human RECQ1 DNA helicase; 240,000 tested, 0.54% active; RECQ1 DNA unwinding, red fluorescence kinetic read; Potency, µM (titrated, usually from 57.3 µM), for the others: top-dose activity, negative = inhibition, most hits filed as inhibitors; P46063;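 note: plate controls were vehicle for no effect and no enzyme for full effect; nearly all actives have a fitted effect of over 30% in size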
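50 nM RECQ1T1 preincubated 15 min with compound in Tris pH 8.0 buffer with MgCl2, DTT, Tween-20 and 2.5 ug/ml poly(dI-dC); started with 200 nM TAMRA/BHQ-2 forked duplex and 2 mM ATP. Unwinding read as fluorescence (525/598 nm), two reads 2 h apart.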
ALDH1A1 inh: inhibitors of human aldehyde dehydrogenase 1A1 | P00352 | Purified ALDH1A1, NADH fluorescence, propionaldehyde substrate | Potency, µM (top dose mostly 75.3 µM), for the others: at the highest dose activity, negative = inhibition, actives largely listed as inhibitors | 220,000 tested, 7.3% active | AID 1030; active = well fitted inhibition curve with a large enough effect, not every such curve was filed as active; inconclusive = small, poorly fitted or top-dose-only effect, or another doubt; inactive = no such curve, though single readings can be large or run the other way;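 note: plate controls were no enzyme wells and a reference inhibitor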
Lamin A splicing: modulators of lamin A splicing; HeLa LMNA splicing GFP/RFP minigene ratio, 48 h; Potency, µM (series often up to 46.1 µM), inactives show at the highest dose ratio change, negative = inhibition, hits mostly inhibitors; 200,000 tested, 0.01% active; AID 1487; active = well fitted inhibition curve with a large enough effect in the signal ratio, with a control signal flat, not every such curve was filed as active; inconclusive = small, poorly fitted or top-dose-only effect, or effect the other way, or a change in a side signal; the % refers to the signal ratio; note: % is set by controls: 0 for no effect and ±100 for the full control effect
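S3 HeLa cells stably expressing lamin A-EGFP splicing minigene plus DsRed2, 600 cells/well, 48 h compound exposure at 37C. Laser-scanning cytometry; analysed as GFP (500-530 nm)/RFP (575-640 nm) total intensity ratio; 0.5% DMSO vehicle.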
Luc counter: blocks Kinase-Glo luciferase, a counter-screen artifact. Kinase-Glo luciferase, ATP luminescence, 8 min. 200,000 tested, 0.28% active. Potency, µM (series often up to 38.3 µM), for inactives: at the top dose activity change, negative = inhibition, hits mostly inhibitors. Q27757; note: % is set by controls: 0 for no effect and ±100 for the full control effect; nearly all actives have a fitted effect of over 60% in size
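Light output from Kinase-Glo luciferase with luciferin and 10 uM ATP in 50 mM imidazole pH 7.2, KCl, MgCl2, Tween 20, BSA; compound pin-delivered, 8-min ambient incubation, then luminescence read.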
* = called active by the depositor; i = inactive; u = inconclusive; x = no result given; [ ] = dose if it differs, or a comment. Unless noted, calls come from the whole dose curve; as a rule, active = well fitted curve in the direction sought with a large enough effect; inconclusive = small, poorly fitted or top-dose-only effect, or another doubt; inactive = no such curve, though single readings can be large; an effect the other way counts as inactive or inconclusive. Potency is the fitted concentration of half-maximal effect.

entry	smiles	SMN2 splice up	Tau fibril ThT	JMJD2E inh	L3MBTL1 block
1	COc1ccc(N(CN2C(=O)C3CC=CCC3C2=O)C(=O)c2ccco2)cc1 (stereo unspecified)	-6%	-3%	1%	-4%
2	O=C(CN1CCN(Cc2ccccc2)C1=O)NCCCN1CCOCC1	10%	-11%	1%	x
3	CCOc1cc(N2CCCC2)ccc1[N+](=O)[O-]	-10%	u	5%	-3%
4	CCc1ccc(C(=O)COC(=O)CNC(=O)c2ccc(N3C(=O)c4ccccc4C3=O)cc2)cc1	1%	-13%	-10%	6%
5	Cc1cccc(N(CC(=O)NCc2ccc3c(c2)OCO3)C(=O)CCC(=O)Nc2ccccn2)c1	-11%	u	4%	2%
6	COc1ccc(C2NC(=O)NC(C)=C2C(=O)Nc2cccc(C)c2C)cc1 (stereo unspecified)	3%	-1%	4%	6%
7	COc1ccc(C2c3ccc(O)cc3Oc3ncn(CCN4CCOCC4)c(=N)c32)cc1 (stereo unspecified)	x	6%	-1%	-5%
8	Clc1cccc(Cl)c1COc1ccncc1	-31%[inhibitor]	-3%	-7%	-5%[11.4 µM]

entry	RECQ1 helicase	ALDH1A1 inh	Lamin A splicing	Luc counter
1	-8%	-2%	-7%	-3%
2	-4%	16%	4%	4%
3	0%	-3%	-1%	-3%
4	-11%	0%	5%	0%
5	i	-11%	-9%	1%
6	3%	2.8µM*	-5%	4%
7	-3%	x	x	x
8	-4%	8%	-2%	1%

Random excerpt: 3 entries already listed
entry	smiles	SMN2 splice up	Tau fibril ThT	JMJD2E inh	L3MBTL1 block
6	COc1ccc(C2NC(=O)NC(C)=C2C(=O)Nc2cccc(C)c2C)cc1 (stereo unspecified)	3%	-1%	4%	6%
8	Clc1cccc(Cl)c1COc1ccncc1	-31%[inhibitor]	-3%	-7%	-5%[11.4 µM]
2	O=C(CN1CCN(Cc2ccccc2)C1=O)NCCCN1CCOCC1	10%	-11%	1%	x

entry	RECQ1 helicase	ALDH1A1 inh	Lamin A splicing	Luc counter
6	3%	2.8µM*	-5%	4%
8	-4%	8%	-2%	1%
2	-4%	16%	4%	4%

Next part
entry	smiles	SMN2 splice up	Tau fibril ThT	JMJD2E inh	L3MBTL1 block
9	COc1ccc(CNC(=O)c2ccc(S(=O)(=O)N3CCCC3)cc2)cc1OC	-24%	-2%	6%	x
10	Cc1cccc(Nc2nnc(-c3ccc(C(=O)N4C[C@H]5C[C@H](C4)c4cccc(=O)n4C5)cc3)c3ccccc23)c1	-74%[inhibitor]	5%	2%	-3%
11	COc1ccccc1Cn1nnc2c(=O)[nH]c(C3CCN(C(=O)c4ccc(F)cc4)CC3)nc21	-11%	-12%	5%	5%
12	CC1CCN(c2oc(Cc3cccc4ccccc34)nc2C#N)CC1	-46%[inhibitor]	-6%	3%	u
13	Cc1ccc(CNC(=O)CCC2CCCN(Cc3cccc4c3OCO4)C2)o1 (stereo unspecified)	x	-10%	2%	-6%
14	CC1CC(C)CN(C(=O)COC(=O)CCc2nc3ccccc3c(=O)[nH]2)C1 (stereo unspecified)	-2%	6%	-3%	0%
15	N#C/C(=C(/O)COc1ccccc1)c1nc2ccccc2s1	2%	u	1%	14%
16	CCOC(=O)c1c(-c2cccc([N+](=O)[O-])c2)csc1N	0%	u	-8%	-6%

entry	RECQ1 helicase	ALDH1A1 inh	Lamin A splicing	Luc counter
9	-14%	10µM*	2%	2%
10	-7%	u	10%	5%
11	-4%	-3%	14%	-1%
12	-23%	-6%	-6%	3%
13	12%	x	x	x
14	-11%	3.5µM*	-9%	1%
15	20%	9%	x	1%
16	4%	u	5%	-5%

(listing goes on)
entry	smiles	SMN2 splice up	Tau fibril ThT	JMJD2E inh	L3MBTL1 block
17	CCCS(=O)(=O)NCCc1cc2c(C)ccc(C)c2[nH]c1=O	-43%	5%	u	x
18	N#Cc1c(-c2ccc(F)cc2)ccnc1N1CCOCC1	-6%	-5%	u	20%
19	O=C(NCC1CCCN(Cc2cccc(OCCO)c2)C1)c1ccc(F)cc1 (stereo unspecified)	x	-13%	0%	0%
20	C#CCSc1cc(C(F)(F)F)nc(-c2ccccn2)n1	-5%	-6%	-1%	x
21	CCOc1ccc2nc(NC(=O)CSc3nc4c(c(=O)n(C)c(=O)n4C)n3C(C)C)sc2c1	-20%	-4%	1%	2%
22	Cn1cc(Cl)c(C(=O)N/N=C/c2ccc(OS(=O)(=O)c3ccccc3)cc2)n1	-3%	1%	-1%	-6%
23	COc1ccccc1NC(=S)N(Cc1ccccc1)Cc1ccccn1	-6%	-12%	11%	3%
24	CC1CCN(S(=O)(=O)c2ccc(-c3nnc(SCc4cccnc4)o3)cc2)CC1	0%	-2%	0%	3%

entry	RECQ1 helicase	ALDH1A1 inh	Lamin A splicing	Luc counter
17	-9%	u	2%[9.22 µM]	-3%
18	i	u	u	3%
19	-7%	10%	x	x
20	-10%	u	x	4%
21	-7%	9%	u	0%
22	i	u	1%	4%
23	-2%	-8%	u	4%
24	-10%	9%	4%	-4%

(list continues)
entry	smiles	SMN2 splice up	Tau fibril ThT	JMJD2E inh	L3MBTL1 block
25	Cc1ccc(OCC(=O)Nc2cccc(S(=O)(=O)N3CCOCC3)c2)c([N+](=O)[O-])n1	9%	-5%	7%	13%
26	CC(=O)Nc1ccc(S(=O)(=O)NCc2cn3c(C)csc3n2)cc1	-57%[inhibitor]	-4%	6%	-7%
27	CCc1ccc(OCC(=O)Nc2ccc(-c3cc4ccccc4oc3=O)c(OC)c2)cc1	14%	-15%	u	27%
28	c1ccc(-c2nnc(SCc3nnc(-c4cccs4)o3)o2)cc1	4%	-16%	-8%	x
29	COc1ccc(C(=O)NNC(=O)c2cccc(F)c2)cc1	x	-7%	77%[activator]	21%
30	S=C(NCCc1ccccc1)Nc1ccc(Cl)cc1Cl	0%	-9%	3%	6%
31	COc1ccc(C(=O)NNC(=O)c2cc(C)[nH]n2)cc1	6%	6%	-11%	0%
32	COc1cccc2[nH]c3c(N4CCc5ccccc5C4)ncnc3c12	x	u	u	-3%

entry	RECQ1 helicase	ALDH1A1 inh	Lamin A splicing	Luc counter
25	i	u	x	-2%
26	-3%	-12%	-6%	6%
27	-11%	u	u	2%
28	3%	u	-3%	3%
29	i	u	-7%[46 µM]	-1%
30	-12%	u	u	-6%
31	i	12%	x	-3%
32	0%	x	x	x

Following part:
entry	smiles	SMN2 splice up	Tau fibril ThT	JMJD2E inh	L3MBTL1 block
33	COc1ccc(NS(=O)(=O)c2ccc(SC)cc2)c(OC)c1	-12%	-11%	2%	x
34	O=C(NCc1ccccc1F)C1CCN(C(=O)NCc2ccccc2)CC1	5%	1%	3%	-7%
35	OCCC1CN(Cc2cccn2-c2nccs2)CCN1Cc1ccccc1 (stereo unspecified)	x	-5%	5%	-2%
36	Cc1nc2cnc(N3CCOCC3)nc2n(Cc2cccs2)c1=O	-5%	x	x	x
37	CCOC(=O)N1CCN(C(=O)CSc2nnc(Cc3cccn3C)n2CCc2ccccc2)CC1	3%	-24%	-30%	x
38	Cc1cc(C)c(S(=O)(=O)OC[C@H]2C=CC[C@@H](CCC[C@H]3O[C@H](C(=O)OC(C)C)CC[C@@H]3C)O2)c(C)c1	12%	1%	-1%	x
39	COc1ccccc1CNC(=O)CSc1ccc(-c2cccc([N+](=O)[O-])c2)nn1	-18%	-17%	-3%	x
40	COc1cc2nc(CSc3nc(-c4ccc(F)cc4)cs3)[nH]c(=O)c2cc1OC	-17%	1%	-5%	-1%

entry	RECQ1 helicase	ALDH1A1 inh	Lamin A splicing	Luc counter
33	-1%	8.9µM*	u	-2%
34	i	3%	-5%	0%
35	-7%	x	x	x
36	-6%	u	x	-2%
37	-13%	u	0%	4%
38	i	-14%	x	1%
39	-5%	-2%	x	-1%
40	-8%	-1%	u	0%

Filtered by structure: the entries above with a furan ring, fused or not.
entry	smiles	SMN2 splice up	Tau fibril ThT	JMJD2E inh	L3MBTL1 block
1	COc1ccc(N(CN2C(=O)C3CC=CCC3C2=O)C(=O)c2ccco2)cc1 (stereo unspecified)	-6%	-3%	1%	-4%
13	Cc1ccc(CNC(=O)CCC2CCCN(Cc3cccc4c3OCO4)C2)o1 (stereo unspecified)	x	-10%	2%	-6%

entry	RECQ1 helicase	ALDH1A1 inh	Lamin A splicing	Luc counter
1	-8%	-2%	-7%	-3%
13	12%	x	x	x

Carrying on.
entry	smiles	SMN2 splice up	Tau fibril ThT	JMJD2E inh	L3MBTL1 block
41	COc1cc(OC)c(NC(=O)c2ccoc2C)cc1Cl	19%	-5%	8%	x
42	CCOC(=O)c1cc2c(ccc3ccccc32)oc1=O	x	-3%	u	20%
43	O=C(NC(Cc1ccccc1)C(=O)O)/C(=C/c1ccc([N+](=O)[O-])cc1)NC(=O)c1ccccc1Br (stereo unspecified)	-10%	-10%	0%	x
44	Cc1snc(SCC(=O)c2ccc(F)cc2)c1C#N	20%	-15%	-9%	57%[activator]
45	CC(=O)c1c(C)[nH]c(C(=O)CN2C(=O)NC(CCc3ccccc3)C2=O)c1C (stereo unspecified)	x	-21%	-6%	-4%
46	Cn1cccc1/C=N/NC(=O)c1sc2cc(Cl)ccc2c1Cl	x	u	3%	6%
47	COc1ccc(CNC(=O)C2CCN(S(=O)(=O)c3ccc(-c4nn[nH]n4)cc3)CC2)cc1	9%	1%	-3%	x
48	OC(CNCc1ccco1)Cn1c2ccc(Br)cc2c2cc(Br)ccc21 (stereo unspecified)	-34%	5%	1%	x
49	C[C@]12CCC3c4ccc(OS(=O)(=O)O)cc4CCC3C1CCC2=O (stereo partly specified)	-28%	-2%	2%	x

entry	RECQ1 helicase	ALDH1A1 inh	Lamin A splicing	Luc counter
41	i	-2%	u	4%
42	i	u	u	-7%
43	i	u	x	1%
44	1%	u	-14%[46 µM]	-2%
45	-9%	0%	x	x
46	-5%	2%	-9%	x
47	5%	2%	7%	1%
48	-12%	5%	1%	0%
49	20%	-7%	x	17%

The list is partial, so the mix of outcomes need not match the whole.
